# RSV antiviral HEp-2 = inhibition of RSV-induced cytopathic effect – HEp-2 cells, primary 10 µM value included (AID 2391). HEp-2 cells, RSV-induced CPE inhibition; higher % means a stronger effect. one-dose CPE inhibition, % at 10 µM; IC50 in µM for titrated hits. actives 0.13% (n = 310,000); in the data active means a potency from the dose series; further: strong numbers were not always called active
# SV40 large T antigen = TAg ATPase/helicase activity blockers – biochemical (AID 1903) | SV40 large T antigen ATPase/helicase inhibition assay; higher % means a stronger effect | inhibition, % at 20 µM, or IC50 in µM where a hit was titrated | actives 0.39% (n = 310,000); in the data active means a potency from the dose series; further: strong numbers were not always called active
# XIAP antagonists = small molecules displacing peptide from XIAP – biochemical, IAP family, fluorescence polarization (AID 1018) | displacement, % at 20 µM; hits with a dose series show IC50 in µM | actives 0.007% (n = 200,000) | XIAP BIR domain, fluorescence polarization peptide displacement; higher % means a stronger effect; in the data active means displacement above about 50%; further: a part of the inactive calls stands beside numbers as strong as those of hits
# West Nile antiviral = West Nile virus antiviral activity, cell-based, CPE readout (AID 1621). West Nile virus-infected cells, CPE inhibition; higher % means a stronger effect. one-dose CPE inhibition, % at 10 µM; IC50 in µM for titrated hits. actives 0.02% (n = 290,000); in the data active means a potency from the dose series; further: strong numbers were not always called active
# UTI89 phage lysis = protection from phage-mediated lysis, alamar blue read-out – E. coli UTI89, K1F phage, bacterial capsule biogenesis inhibitors (AID 488966); E. coli UTI89 K1F phage lysis, alamar blue, 2 h; higher % means a stronger effect; inhibition, % at 100 µM; hits with a dose series show IC50 in µM; actives 0.02% (n = 340,000);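 active means phage lysis inhibition, versus mean bacterial control, above a set limit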;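 further: capsule biogenesis inhibitors block K1F phage lysis so surviving cells raise fluorescence; higher fluorescence means more inhibition of phage lysis; actives were called in the ten point dose series up to 300 µM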
# NS5 inhibitors = Dengue-2 NS5 methyltransferase inhibitors, primary screen, biochemical, confirmation dose response (AID 588689); Dengue-2 NS5 methyltransferase capping enzyme assay, biochemical; higher % means a stronger effect; actives 0.3% (n = 340,000); inhibition, % at 25 µM, or IC50 in µM where a hit was titrated; in the data active means a potency from the dose series
# CSM14.1 death rescue = protection against thapsigargin-triggered cell killing – 384-well, CSM14.1, ATP luminescence, primary screen (AID 1222). CSM14.1 thapsigargin-induced death rescue, ATP luminescence; higher % means a stronger effect. one-dose cellular ATP content (survival), % at 20 µM; EC50 in µM for titrated hits. 190,000 tested, under 10 active;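 active means EC50 below 50 µM in the dose-response confirmation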;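 further: death triggered by thapsigargin at about 15 µM added after 2 h compound pretreatment; cell ATP read after overnight thapsigargin exposure of roughly 18 to 22 hours; normalized against plate controls of thapsigargin alone and 5% DMSO vehicle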
# WT yeast gro inh = growth inhibition of WT yeast, mitochondrial fusion screen. mitochondrial fusion phenotypic screen, WT strain. inhibition, % at 10 µM. actives 2.1% (n = 190,000). AID 1362; in the data active means inhibition above about 58%; tested in S. cerevisiae
# Yfh1-off respiration = mitochondrial function rescue without frataxin homolog – Friedreich's ataxia, plus single-dose screen, dose response (AID 1465); S. cerevisiae Yfh1-off respiration, WST-1 reduction, 72 h; higher fold induction means a stronger effect; one-dose fold induction at 50 µM; EC50 in µM for titrated hits; actives 0.074% (n = 220,000);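 active means fold induction of absorbance versus untreated yeast above a set limit, then at least 30% activation at any dose in follow-up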;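 further: activators that raise dye reduction in frataxin-depleted yeast; strong numbers were not always called active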
# WT yeast gro inh mutant strain = recorded beside WT yeast gro inh, whose call it bears; inhibition, %; mitochondrial fusion phenotypic screen, mutant strain inhibition
# NS5 inhibitors pilot replicate = second read-out of NS5 inhibitors, no call of its own (marks repeat the call); inhibition, %; measured here: pilot screen replicate inhibition
# Active calls of the source: *; i = inactive; . = no result given; [ ] = dose if it differs, or a comment.
SMILES,RSV antiviral HEp-2,SV40 large T antigen,XIAP antagonists,West Nile antiviral,UTI89 phage lysis,NS5 inhibitors,CSM14.1 death rescue,WT yeast gro inh,WT yeast gro inh mutant strain,Yfh1-off respiration,others
Cc1cccc(NC(=O)C2Cc3ccccc3CN2C(=O)OCc2ccccc2)c1C (stereo unspecified),5.3%,3%,-0.6%,-1.6%,-3.7%,-9%,-2.7%,25,-3,i,
CC1CCCC(C)N1CCNC(=O)Cn1nc(-c2ccccc2)ccc1=O (stereo unspecified),0.4%,4%,-1.1%,-0.1%,0.2%,-2%,-2.2%,12,-6,i,
CN1CCN(c2nc(Nc3cccc(C(F)(F)F)c3)nc(N3CCOCC3)n2)CC1,-1.3%,0%,-2.6%,17%,0.3%,-1%,-2.0%,7,2,i,
CCCCN1Cc2c(nc3cc(-c4ccccc4)[nH]n3c2=O)C1=O,.,15%,.,0.5%,0.7%,4%,.,.,.,i,
COc1ccc(NC(=O)/C=C/c2c(Cl)nc3ccccn23)cc1,3.4%,8%,-4.0%,-0.5%,-0.1%,-15%,.,0,0,i,
O=C(c1ccc(Br)o1)N(Cc1ccccc1)Cc1ccccc1,0.4%,6%,-5.0%,.,0.1%,1%,0.0%,79*,52*,.,
COc1ccc(CNC(=O)CN(C)S(=O)(=O)c2ccccc2)cc1,1.8%,28%,-8.7%,-0.6%,-0.2%,-12%,-0.9%,9,7,i,
COc1cccc(OC)c1C(=O)NCC12CC3CC(C1)CC(CNC(=O)c1c(OC)cccc1OC)(C3)C2,0.1%,6%,.,-0.5%,-1.7%,0%,.,.,.,.,
COc1ccc(N(C)S(=O)(=O)c2cccc(C(=O)Nc3ccc(-n4cnnn4)cc3)c2)cc1,0.6%,13%,-4.3%,0.5%,-0.8%,-2%,-0.8%,-12,-6,i,
Clc1cccc(Cl)c1-c1noc(-c2ccno2)n1,0.6%,6%,.,0.1%,0.5%,-7%,.,.,.,i,
COC(=O)C1CCN(C(=O)c2ccc(Cl)c(S(=O)(=O)NCc3cccnc3)c2)CC1,0.6%,7%,-0.9%,0.0%,1.3%,0%,-1.3%,7,-17,i,
O=C(OCC#CCSc1nnc(-c2ccncc2)o1)c1cccs1,0.2%,1%,-0.6%,0.0%,2.4%,-67%,-1.2%,9,-7,i,
CC(C)Nc1nc(NC(C)C)nc(OCCOC(=O)c2ccccc2)n1,1.7%,6%,-9.3%,-1.0%,0.6%[50 µM],-12%,-3.6%,16,4,i,
CCc1ccc(NC(=O)[C@H](NC(=O)[C@@H]2Cc3ccccc3CN2)c2ccccc2)cc1,-0.6%,7%,.,-0.6%,0.2%,-6%,.,.,.,.,
COCCOc1cc(NC(=O)c2ccccc2)c(Cl)cc1Cl,0.9%,-5%,-3.5%,.,0.6%,-8%,.,2,-31,i,
O=C(COC(=O)Cc1ccc(S(=O)(=O)N2CCCCC2)s1)Nc1ccc2c(c1)OCO2,0.7%,-4%,-13%,0.3%,-1.0%,-6%,1.6%,7,0,.,
CN(C)NC(=S)NC1(C)CCS(=O)(=O)C1 (stereo unspecified),.,8%,.,-0.4%,1.4%,9%,.,.,.,i,
Cc1ccc(Cl)cc1N1CCN(C(=O)C2CCN(S(C)(=O)=O)CC2)CC1,1.2%,11%,-3.0%,0.3%,i,5%,-0.1%,9,10,i,
CCCCn1c(-c2csc(CCC)c2)n[nH]c1=S,6.4%,7%,-7.2%,0.3%,-0.3%,.,3.3%,73*,60*,i,
CN(C)S(=O)(=O)c1ccc(N2CCCC2)c(C(=O)Nc2nc(-c3ccc(F)c(F)c3)cs2)c1,8.8%,18%,-2.1%,-0.6%,1.3%[50 µM],1%,-2.2%,-4,-16,i,
O=C(/C=C/c1cccs1)c1cc(Br)ccc1OC(=O)N1CCOCC1,49%,7%,-1.1%,1.7%,-0.2%,-9%,-1.2%,18,1,i,
CN1C(=O)c2oc3ccccc3c(=O)c2C1c1cccnc1 (stereo unspecified),-0.8%,13%,.,.,0.6%,-3%,.,.,.,.,
C1CCC(Nc2nc3nonc3nc2N2CCSCC2)C1,0.3%,-4%,-7.4%,-1.4%,0.4%,-7%,-0.1%,15,6,i,
CCCCn1c(-c2cccc(C)c2)nc2cc3[nH]c(=O)c(C(C)C)nc3cc21,4.8%,24%,.,2.4%,1.9%,9%,.,.,.,.,
Cc1cc(NC(=O)CCN2C(=O)C3C4C=CC(C4)C3C2=O)ccc1Br (stereo unspecified),1.7%,1%,-18%,0.1%,0.2%,3%,-1.0%,15,12,i,
Cc1ccc(-n2nnc3c(=O)n(CC(=O)N4CCOCC4)cnc32)cc1,2.0%,2%,0.6%,0.3%,-0.5%,-3%,.,1,-2,i,
CC1CCN(C(=O)CSc2nc3ccccc3c(=O)[nH]2)CC1,0.8%,15%,-8.4%,0.7%,0.4%,2%,2.0%,-6,-5,i,
CC1CN(c2nc3ccccc3nc2C(C#N)C(=O)NC2CCCCC2)CC(C)O1 (stereo unspecified),-0.7%,.,-5.9%,0.1%,.,.,-2.4%,.,.,i,
NC(=O)CC(NC(=O)c1ccccc1)c1ccc(N2CCCCCC2)c([N+](=O)[O-])c1 (stereo unspecified),-2.1%,9%,.,-1.3%,1.7%,0%,.,.,.,.,
COc1ccccc1C(=O)CN1C(=O)NC2(CCc3ccccc32)C1=O (stereo unspecified),1.1%,14%,.,.,0.8%[50 µM],-5%,.,.,.,.,
Cc1ccc2nc(SCCCCOc3ccccc3)[nH]c2c1,1.1%,-7%,-1.9%,-0.1%,-0.5%,7%,-0.6%,0,-7,i,
CN(Cc1ccccc1)C(=O)c1ccc2c(c1)OCCO2,1.2%,6%,-6.9%,0.1%,0.9%,1%,-1.9%,4,-3,i,
Cc1ccccc1C(=O)c1cccn1CC(=O)NCc1ccco1,2.2%,5%,-3.2%,0.0%,0.3%,2%,-1.3%,3,8,i,
CNC(=S)Nc1ccc(C)cc1,0.6%,7%,-2.9%,0.3%,-0.1%,2%,3.9%,-2,-6,i,
Cc1csc(NC(C)c2nc3cc(C(F)(F)F)ccc3n2CCCO)n1 (stereo unspecified),-0.2%,16%,.,0.3%,2.5%,-5%,.,.,.,i,
CCCN(CCC)S(=O)(=O)c1ccc(C(=O)OCCN2C(=O)c3cccc4c(N5CCOCC5)ccc(c34)C2=O)cc1,21%,6%,-4.4%,-0.5%,1.7%[50 µM],27%,-3.2%,-4,-18,i,
O=S(=O)(c1ccc(C(F)(F)F)cc1)N1CCN(CCc2ccccc2)CC1,14%,6%,.,-1.1%,0.2%,2%,.,.,.,.,
Cc1ccccc1CNC(=O)Cn1cnc(S(=O)(=O)N2CCCC2)c1,.,4%,.,1.0%,0.1%,-9%,.,.,.,.,
Cc1nnc(NC(=O)c2oc3cc(C)c(C)cc3c2C)s1,.,1%,-3.5%,-0.1%,.,.,0.7%,7,7,i,
Cn1c(CC(=O)Nc2ccccc2)nnc1SCCOc1ccccc1,2.2%,6%,-6.3%,0.1%,0.2%,-2%,0.9%,22,23,i,
Cc1cccc(OCC(=O)Nc2nonc2NC(=O)COc2cccc(C)c2)c1,0.9%,-5%,.,0.2%,0.1%,-2%,.,-11,-7,i,
CCOC(=O)N1CCN(c2c(N3CCc4ccccc4C3)c(=O)c2=O)CC1,1.8%,23%,-3.5%,-0.1%,0.1%,-7%,-3.8%,2,-5,i,
Cc1cc(C)cc(OCc2nnc(SCC(=O)Nc3ccccc3)o2)c1,1.1%,2%,-5.8%,0.7%,0.2%,-3%,1.0%,-9,-7,i,
COc1ccc(-n2ncc3c(NCc4cccnc4)ncnc32)cc1,0.3%,18%,.,-1.0%,-0.1%,-5%,.,.,.,.,
c1ccc2c(c1)Cc1cc(CN3CCOCC3)ccc1-2,-0.2%,8%,-3.3%,-0.3%,i,-7%,-2.6%,11,9,i,

# Entries above with a furan ring, fused or not (three):
SMILES,RSV antiviral HEp-2,SV40 large T antigen,XIAP antagonists,West Nile antiviral,UTI89 phage lysis,NS5 inhibitors,CSM14.1 death rescue,WT yeast gro inh,WT yeast gro inh mutant strain,Yfh1-off respiration,others
O=C(c1ccc(Br)o1)N(Cc1ccccc1)Cc1ccccc1,0.4%,6%,-5.0%,.,0.1%,1%,0.0%,79*,52*,.,
Cc1ccccc1C(=O)c1cccn1CC(=O)NCc1ccco1,2.2%,5%,-3.2%,0.0%,0.3%,2%,-1.3%,3,8,i,
Cc1nnc(NC(=O)c2oc3cc(C)c(C)cc3c2C)s1,.,1%,-3.5%,-0.1%,.,.,0.7%,7,7,i,

# Other results.
SMILES,RSV antiviral HEp-2,SV40 large T antigen,XIAP antagonists,West Nile antiviral,UTI89 phage lysis,NS5 inhibitors,CSM14.1 death rescue,WT yeast gro inh,WT yeast gro inh mutant strain,Yfh1-off respiration,others
S=C(NC1CCCC1)NC1CCCC1,0.5%,9%,-4.8%,0.0%,0.2%,-3%,-0.1%,8,25,i,
COc1ccc(CN2CCNC(=O)C2CC(=O)NC2CCCCCC2)cc1C (stereo unspecified),2.2%,-3%,.,-0.5%,0.1%,0%,.,.,.,.,
O=C(Cc1cccs1)N1CCN(S(=O)(=O)c2cc(Cl)ccc2Cl)CC1,1.4%,-3%,.,.,0.4%[50 µM],-16%,.,.,.,.,
CCOC(=O)C1CCCN(C(=O)CCNS(=O)(=O)c2cc(Br)cnc2N)C1 (stereo unspecified),1.2%,6%,.,-0.6%,0.2%,-8%,.,.,.,.,
CCCCc1nc2cc(C(=O)N3CCCCC3CCO)ccc2o1 (stereo unspecified),1.2%,19%,.,-0.9%,-0.5%,1%,.,.,.,.,
COc1ccc(N(CC2CO2)S(=O)(=O)c2ccccc2)cc1 (stereo unspecified),0.3%,21%,-12%,0.1%,-1.2%,3%,-0.5%,-8,-19,i,
O=C(CSc1ncnc2ccccc12)N1CCCC1,-0.1%,0%,-0.4%,0.1%,0.3%,-3%,-1.4%,-11,-4,i,
OCCNc1nc(N2CCN(c3ccccc3)CC2)nc2ccccc12,2.0%,11%,.,-1.1%,0.2%,-3%,.,.,.,.,NS5 inhibitors pilot replicate=2.1
CN1C(=O)c2ccccc2C(C(=O)NCCCN2CCCC2)C1c1c[nH]c2ccccc12 (stereo unspecified),0.5%,-3%,-5.3%,0.1%,-0.3%,5%,-0.5%,-4,-4,i,
Cc1nc2sc(C(c3ccccc3)N3CCN(C(=O)c4ccco4)CC3)c(O)n2n1 (stereo unspecified),1.8%,4%,-2.5%,-0.2%,3.6%,-5%,-1.4%,-15,-10,i,
Cc1c(NS(=O)(=O)c2cccc3nsnc23)c(=O)n(-c2ccccc2)n1C,0.2%,6%,1.0%,-0.2%,-1.4%,6%,-2.9%,-10,3,i,
CCC1CCCCN1CCCNC(=O)c1c(O)nc2cc(C)ccn2c1=O (stereo unspecified),-0.7%,-7%,.,0.1%,0.1%,-3%,.,.,.,.,
COc1ccc(/C(O)=C2/C(=O)C(=O)N(CCCN3CCOCC3)C2c2ccc(N(C)C)cc2)cc1 (stereo unspecified),0.8%,20%,.,-0.7%,0.2%,-4%,.,.,.,.,NS5 inhibitors pilot replicate=-3.0
Cc1ccc(NC2=NC(c3ccccc3)n3c(nc(C)cc3=O)N2)c(C)c1 (stereo unspecified),-0.4%,19%,-4.4%,-0.4%,3.1%,-7%,-2.5%,14,-39,i,
